From PubChem
OX1R antag-1 = antagonists of human orexin 1 receptor (OX1R); 330,000 tested, 1.8% active; Orexin/Hypocretin receptor type 1 (Homo sapiens), O43613; AID 485270, 2010; OX1R-expressing cells, FRET antagonist read-out; inhibition, % at 6.6 µM; in the data active means inhibition mostly above about 38%, no sharp cut-off; inactive means mostly below about 40%;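 further: 0% = agonist challenge alone and 100% = reference antagonist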
Target sequence (O43613 whole entry, looked up): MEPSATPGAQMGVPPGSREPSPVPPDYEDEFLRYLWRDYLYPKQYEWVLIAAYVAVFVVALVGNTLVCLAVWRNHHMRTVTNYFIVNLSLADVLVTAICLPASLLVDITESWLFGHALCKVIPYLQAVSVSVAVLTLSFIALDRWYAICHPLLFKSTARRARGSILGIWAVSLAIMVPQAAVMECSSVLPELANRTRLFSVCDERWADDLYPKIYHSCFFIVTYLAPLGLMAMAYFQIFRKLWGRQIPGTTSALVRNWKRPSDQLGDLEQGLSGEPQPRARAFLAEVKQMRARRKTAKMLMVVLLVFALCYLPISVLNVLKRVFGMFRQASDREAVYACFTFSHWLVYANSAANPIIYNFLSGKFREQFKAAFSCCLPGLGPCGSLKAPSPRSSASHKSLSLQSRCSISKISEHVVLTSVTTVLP
CHT allo act = CHT positive allosteric modulators, primary screen, cell-based, membrane potential dye, choline EC20; High affinity choline transporter 1 (Homo sapiens), Q9GZV3; CHT-expressing cells; stronger effect = higher value; LV-AA mutant CHT in HEK293 cells; B-score at 10 µM; 310,000 tested, 0.49% active; AID 488977, 2010;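 active means initial fluorescence not abnormally high and integrated response B-score, plate-corrected, over 3 SD above library mean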
Target sequence (Q9GZV3 whole entry, looked up): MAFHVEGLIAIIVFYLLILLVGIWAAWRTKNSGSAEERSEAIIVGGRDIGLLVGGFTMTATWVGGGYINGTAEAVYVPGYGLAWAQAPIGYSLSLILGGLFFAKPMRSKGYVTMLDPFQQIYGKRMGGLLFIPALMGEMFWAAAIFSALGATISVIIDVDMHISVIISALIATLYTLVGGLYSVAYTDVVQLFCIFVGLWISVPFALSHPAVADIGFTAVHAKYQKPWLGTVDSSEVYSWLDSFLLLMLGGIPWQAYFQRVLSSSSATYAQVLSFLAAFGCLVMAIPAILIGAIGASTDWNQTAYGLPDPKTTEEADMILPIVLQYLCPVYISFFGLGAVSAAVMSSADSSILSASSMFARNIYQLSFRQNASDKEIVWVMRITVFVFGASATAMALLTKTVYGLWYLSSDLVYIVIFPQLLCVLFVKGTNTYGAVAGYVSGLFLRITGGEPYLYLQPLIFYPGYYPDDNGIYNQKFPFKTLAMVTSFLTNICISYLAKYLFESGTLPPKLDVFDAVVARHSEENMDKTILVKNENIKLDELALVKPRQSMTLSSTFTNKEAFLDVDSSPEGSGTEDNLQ
OX1R antag-2 = OX1R (HCRTR1) antagonists, primary screen, fluorescence, CHO/OX1R cells, Fluo-8 calcium, orexin A; Orexin/Hypocretin receptor type 1 (Homo sapiens), O43613; Fluo-8 calcium fluorescence; inhibition, % at 5 µM; 330,000 tested, 0.43% active; AID 434989, 2010;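 active means inhibition above its plate's threshold, mean inhibition of all tested compounds on the plate plus 3 SD, cut at about 37% in these data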;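 further: 0% = orexin A challenge wells and 100% = SB-334867-A antagonist wells; not every result past the cut was called active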
The depositor's hits bear a star; i = inactive; . = no result given. The order is random; overall some 2.5% were active at least once.

molecule | OX1R antag-1 | CHT allo act | OX1R antag-2
CN(C)S(=O)(=O)c1cccc(C(=O)OCC(=O)Nc2sccc2C#N)c1 | 16 | i | -10
O=C(CC(C(=O)N1CCc2ccccc21)n1ccnc1)NCc1ccccc1 (centres undefined) | -1 | i | 6
CC[C@]12c3[nH]c4ccccc4c3CCN1C(=O)C(CC(=O)NCc1ccco1)C[C@@H]2C(=O)N1CCN(C(=O)c2ccco2)CC1 (some centres undefined) | 1 | . | -21
CCOc1ccccc1C1NC(=O)NC(C)=C1C(=O)OCc1ccccc1 (centres undefined) | 11 | i | -29
CCN(C[C@H]1N[C@@](C)(C(=O)OC)[C@H]2C(=O)N(Cc3ccccc3)C(=O)[C@@H]12)C(=O)NC(C)C | 7 | . | -21
O=C(NCc1ccccc1)c1nccnc1CO | -1 | i | -3
Cc1cc(C)n2nc(SCC(=O)Nc3c(C)n(C)n(-c4ccccc4)c3=O)nc2n1 | -11 | i | -12
CCOC(=O)Cc1csc(NC(=O)COc2ccc3c(C)cc(=O)oc3c2)n1 | 6 | i | -16
Cc1nnc(NC(=O)c2ccc3c(c2)OCO3)s1 | 1 | i | -11
CC1(C)Cc2ccccc2C2=C(C(=O)N3CCCCCC3)C(=O)C(=O)N21 | 5 | i | -3
COc1cccc(N(CC(=O)NCc2ccccc2)C(=O)CCC(=O)Nc2nccs2)c1 | 17 | i | -14
C[C@H](CO)N1C[C@H](C)[C@@H](CN(C)S(=O)(=O)c2ccc(F)cc2)Oc2c(NS(=O)(=O)c3ccc(F)cc3)cccc2C1=O | 4 | . | -5
O=C(/C=C/c1ccc(Cl)cc1Cl)N1CCN(c2ccccc2[N+](=O)[O-])CC1 | 39 | i | -25
CCOC(=O)c1c(C)[nH]c(C)c1C(=O)COC(=O)c1cccnc1OCC | 14 | . | 6
COc1ccc(-n2c(SCC(=O)NCC3CCCO3)nc3c([nH]c4ccccc43)c2=O)cc1OC (centres undefined) | 35 | i | -26
COc1ccccc1N1CCN(Cc2nc(N)nc(Nc3ccc(C)c(Cl)c3)n2)CC1 | 1 | i | -24
CCCc1cc(=O)[nH]c(SCC(=O)Nc2sc(C(N)=O)c(C)c2C(=O)OCCOC)n1 | 4 | . | -1
COc1cc(CNC(=O)c2cnc(C)cn2)cc(OC)c1 | 1 | i | 5
CCOc1ccccc1NC(=O)CSc1nnc(-c2ccccn2)n1Cc1ccco1 | 10 | i | -30
CC1SC(=NC(=O)c2ccncc2)NC1=O (centres undefined) | 5 | i | 3
CS(=O)(=O)N(Cc1ccccc1)c1ccc(C(=O)NC2CCCCC2O)cc1 (centres undefined) | 9 | i | -4
Cc1ccccc1-n1c(C)nnc1SCC(=O)N1CC(=O)Nc2ccccc21 | 11 | i | -7
O=S(=O)(c1ccc(F)cc1)c1nc(-c2ccco2)oc1Nc1ccccc1 | 18 | i | -31
COc1ccc(NC2CCCN(C(=O)c3ccc(C(C)=O)s3)C2)cc1 (centres undefined) | 14 | i | -19

One compound at a time, from the list above.
CCCc1cc(=O)[nH]c(SCC(=O)Nc2sc(C(N)=O)c(C)c2C(=O)OCCOC)n1 is listed with OX1R antag-1: 4; CHT allo act: .; OX1R antag-2: -1
O=S(=O)(c1ccc(F)cc1)c1nc(-c2ccco2)oc1Nc1ccccc1 is listed with OX1R antag-1: 18; CHT allo act: i; OX1R antag-2: -31

Following part.
molecule | OX1R antag-1 | CHT allo act | OX1R antag-2
CC(C)(O)C(O)COc1c2ccoc2cc2oc(=O)ccc12 (centres undefined) | 12 | i | 2
COc1ccccc1C(CNC(=O)c1oc2ccccc2c1C)N1CCCC1 (centres undefined) | 10 | . | -24
CC(=O)N1CCN(Cc2nc3cc(NC(=O)c4cccc(Br)c4)ccc3n2C)CC1 | 10 | i | -9
Cc1ccc(Sc2oc(/C=N/n3cnnc3)cc2Br)cc1 | 7 | i | -13
Cc1ccc(N(CC(=O)NCc2ccccc2)S(=O)(=O)c2c(C)noc2C)cc1 | 39 | i | -16
CC(=O)Nc1ccc(NC(=O)c2ccc(N(Cc3ccccc3C)S(C)(=O)=O)cc2)cc1 | 23 | i | 19
Cc1ccc(C(C(=O)NC2CCCC2)N(Cc2ccc3c(c2)OCO3)C(=O)c2snc(C(N)=O)c2N)cc1 (centres undefined) | 7 | i | -9
CC(Sc1nc2ccccc2s1)C(=O)N1CCOCC1 (centres undefined) | 25 | i | -16
COc1ccc(S(=O)(=O)Nc2ccc(NC(C)=O)cc2)cc1Br | 10 | i | -18
COC(=O)CNC(=O)/C=C/c1ccc(OC)cc1 | 18 | i | -11
CCn1c(O)c(C=NCc2ccccc2)sc1=S | 6 | i | -11
Cc1cccc(OCCn2c(=O)sc3ccccc32)c1 | 24 | i | -22
CC(C)c1ccccc1NC(=O)c1cccnc1 | 4 | i | -23
O=S(=O)(c1ccccc1Oc1ccc(Cl)cc1Cl)N1CCCCC1 | 21 | i | -33
Cc1c(C(=O)Nc2nccs2)oc2ccc(Br)cc12 | 11 | . | -11
O=C(N1CCOCC1)N1CCC(n2nnc3cc(F)ccc32)CC1 | 17 | i | -2
Cn1c(=O)c2c(nc(OCC3COC(C)(C)O3)n2Cc2ccccc2F)n(C)c1=O (centres undefined) | 31 | i | -21
Oc1ccc(/C=C/c2ccnc3ccccc23)cc1 | 27 | i | 14
O=C(Cc1ccccc1)Nc1ccc(NC(=O)c2cccs2)cc1Cl | 23 | i | -19
Cc1cc(C)c2c(=O)[nH]c(SCc3ccccc3C)nc2n1 | 14 | i | -17
CC1=C(C(=O)Nc2ccccc2C)C2(CCCCC2)C(C(N)=O)C(=S)N1 (centres undefined) | 16 | i | -14
COc1ccccc1CNC(=O)[C@@H](NC(=O)C1CCN(C(=O)[C@@H]2CCCN2C(=O)OC(C)(C)C)CC1)C(C)C | 19 | i | 0
C/C(NCC(C)(C)CN(C)C)=C(/C#N)C(=O)NCc1ccccc1 | 18 | i | -6
CCc1ccc(S(=O)(=O)Nc2cccc(-c3ccc4nncn4n3)c2)s1 | 4 | i | -8
CCNC(=O)NC(=O)CSc1nnc(-c2c[nH]c3ccccc23)o1 | 9 | i | -9
COc1cccc(-c2c(C#N)c(N)nc3c2c(C)nn3-c2ccccc2)c1O | 10 | i | -17
Cc1ccc(OCC(=O)N(C)C2CCCCC2)c([N+](=O)[O-])n1 | 16 | . | -5
Cc1ccc2nc(-c3ccc(NC(=O)CSc4nc(N)cc(=O)[nH]4)cc3)sc2c1 | 12 | i | 12
CCN(C(=O)c1ccc(=O)[nH]c1)c1c(N)n(Cc2ccccc2)c(=O)[nH]c1=O | 5 | . | -7
CCOc1ccccc1N1CCN(C(=S)Nc2ccc(S(N)(=O)=O)cc2)CC1 | 22 | i | 0
Cn1nnnc1SCc1ccc(CSc2nnnn2C)cc1 | -4 | i | 13
CN1CCN(C(=O)N2CCNC2=O)CC1 | 4 | i | 1
O=C(NCC1CCCO1)c1ccc(Oc2ccc([N+](=O)[O-])cc2Cl)cc1 (centres undefined) | 16 | i | -13
COc1ccccc1C(=O)NCC(=O)N/N=C/c1ccc2c(c1)OCO2 | 25 | i | -18
COc1cc(C#N)ccc1OC(=O)c1cccc(S(=O)(=O)N2CCN(C)CC2)c1 | 14 | i | -10
COc1cc2cc[n+](Cc3ccc([N+](=O)[O-])cc3)cc2cc1OC | 18 | 7.1* | -17
O=C(O)Cc1ccc(NC(=O)Nc2ccc(Br)cc2)cc1 | 14 | i | 3
CC1CC(C)CN(CCCNC(=O)CN2C(=O)CSc3ccc(S(=O)(=O)N4CCOCC4)cc32)C1 (centres undefined) | 9 | i | 9
O=C(OCC(=O)N1CCCC1)c1ccc(OC(F)(F)F)cc1 | 2 | i | -16
CCOc1cc(/C=C(\C#N)C(=O)Nc2cccc(C(=O)O)c2)ccc1OCc1ccccc1Cl | 7 | i | -8
N#CC1=C(C=Nc2ccccc2O)CCC1 | 25 | i | -16
O=C(CSc1ncn[nH]1)Nc1ccc2c(c1)CCC2 | 6 | i | -6
CC(=O)c1c(C)[nH]c(C(=O)OCC(=O)N2CCCC2=O)c1C | 9 | . | -14
CCOC(=O)c1c(S(=O)(=O)Nc2cccc(Cl)c2)c(C)n(C)c1C | 20 | i | 22
CCC(Sc1nc(=O)cc(N)n1-c1cccc(C)c1)C(=O)Nc1cc(C)on1 (centres undefined) | 1 | i | -4
Cn1c(=O)[nH]c(=O)c2c1nc(SCCO)n2CC(O)COc1ccccc1 (centres undefined) | 9 | i | -19
N/C(CCS(=O)(=O)c1ccc(Cl)cc1)=N\OC(=O)c1ccccc1C(F)(F)F | 2 | i | -20
CC1CC(C)CN(C(=O)c2ccc3c(=O)n(Cc4ccc5c(c4)OCO5)c(=S)[nH]c3c2)C1 (centres undefined) | 8 | i | -24
Cc1cc(OCC(=O)Nc2ccccc2C)no1 | -3 | . | 1
O=C(NC1CCCC1)c1cccc2c1C(=O)c1ccc(Cl)cc1S2(=O)=O | 31 | . | -10
Cc1cc(Cn2nc(C(=O)NCc3cccc(C(F)(F)F)c3)cc2-c2ccccc2)on1 | 21 | i | -17
Cn1c(=O)[nH]c(=O)c2[nH]c(NCCCN3CCOCC3)nc21 | 19 | i | -9
CCCc1cc(=O)[nH]c(SCC(=O)NC2CCCc3ccccc32)n1 (centres undefined) | 15 | i | -15
O=S(=O)(Cc1ccccc1)c1cnc2ccccc2n1 | 37 | i | -8
O=S(=O)(c1ccc(F)c(F)c1)N1CCC2(CC1)OCCO2 | 0 | i | -4
C=CCc1c(C)nc(-c2ccccc2)nc1Nc1ccccc1O | 30 | i | -14
Cc1ccc(Cn2nnnc2CN2CCC(NC(=O)c3ccc(Br)cc3)CC2)cc1 | 3 | i | -37
COc1cc(CNCCc2ccccc2F)ccc1OCC(=O)N1CCCCC1 | 2 | i | -34
O=C(COC(=O)c1cnccn1)NCc1ccc2c(c1)OCO2 | 41 | i | 0
COC(=O)Cn1nc(-c2ccccc2)n(-c2ccccc2)c1=S | 16 | i | -22

4 compounds from above, arranged by the value under OX1R antag-1, high to low:
Structure	OX1R antag-1
Oc1ccc(/C=C/c2ccnc3ccccc23)cc1	27
Cc1cc(Cn2nc(C(=O)NCc3cccc(C(F)(F)F)c3)cc2-c2ccccc2)on1	21
Cc1ccccc1-n1c(C)nnc1SCC(=O)N1CC(=O)Nc2ccccc21	11
CCc1ccc(S(=O)(=O)Nc2cccc(-c3ccc4nncn4n3)c2)s1	4

The results go on.
molecule | OX1R antag-1 | CHT allo act | OX1R antag-2
CCOc1ccc(N(C(C)C(=O)NC2CCCCCC2)S(C)(=O)=O)cc1 (centres undefined) | 8 | i | -30
CCOC(=O)C1CCN(CCCSc2ccc(Cl)cc2)CC1 | 16 | i | -24
O=C(CCCN1C(=O)c2cccc3cccc(c23)C1=O)N1CCN(c2ccc(F)cc2)CC1 | 13 | i | -26
Cc1ccc2oc(C(=O)N(CCO)Cc3ccccc3)c(C)c2c1 | 7 | i | -24
CC1CCCN(C(=O)CSc2nnc3n(C4CCCC4)c(=O)c4ccccc4n23)C1 (centres undefined) | 13 | i | -42
COc1ccc(NC(=O)c2cc(OC)c(OC)c(OC)c2Br)cc1OC | 11 | i | -13
Nc1[nH][nH]c(=O)c1N=Nc1ccc2c(c1)OCO2 | 85* | i | 0
Cc1c(C(=O)N2CCCCC2)c(S(=O)(=O)NCc2ccc(F)cc2)c(C)n1C | -2 | i | -25
COCCCNC(=O)CCn1c(=O)c2ccccc2n(CC(=O)NCCC2=CCCCC2)c1=O | 9 | i | -14
O=C(CC1CCCC1)Nc1ccc2c(c1)CCC2 | 9 | i | -14
COc1ccc(C(=O)NC2CCN(Cc3c(F)cccc3Cl)CC2)cc1OC | 5 | i | -12
O=C(CNC(=O)c1ccccc1)N/N=C/c1cc(Br)ccc1O | 35 | i | -14
N=C(c1ccc([N+](=O)[O-])cc1)N1CCCCCC1 | 27 | i | -13
CCC(C(=O)Nc1sc(C(N)=O)c(C)c1C(=O)OC)c1ccccc1 (centres undefined) | 13 | i | -22
CCCCCCCN1C(Nc2ccccc2)=NC[C@@H]1Cc1ccccc1 | 13 | i | -28
CCOc1ccc(CCNC(=O)COC(=O)c2nc(Cl)ccc2Cl)cc1OCC | 15 | i | -23
Cn1c(=O)c2c(ncn2CC(=O)NC[C@H]2O[C@@H](n3cnc4c(N)ncnc43)[C@H](O)[C@@H]2O)n(C)c1=O | 1 | . | -2
O=C(CCN1CCN(C/C=C/c2ccccc2)CC1)Nc1ccc(Cl)cc1 | -2 | i | -17
Cc1nnc(SCC(=O)Nc2ccc3c(c2)OCCO3)n1CC1CCCO1 (centres undefined) | 9 | i | -10
CC1CN(S(=O)(=O)c2cccs2)CC(C)O1 (centres undefined) | 2 | i | -2
COc1ccc(NC(=O)Cc2csc(NC(=O)Nc3ccccc3OC)n2)c(OC)c1 | 5 | i | -25
O=c1c2ccccc2[nH]c(=S)n1CCCN1CCN(c2ccccc2F)CC1 | -2 | i | -44
O=C(OCC(=O)N1CCN(S(=O)(=O)c2ccccc2)CC1)C1CCC1 | -2 | . | -10
CC(C)CNC(=O)COC(=O)CNC(=O)c1cc(Cl)cc([N+](=O)[O-])c1 | 47 | i | -5
COc1ccc(NC(C)=O)cc1S(=O)(=O)Nc1ccc(S(=O)(=O)N2CCCCC2)cc1 | 6 | . | -12
COc1ccc(CCn2c(-c3ccco3)nc3ccccc3c2=O)cc1OC | 29 | i | -17
COc1cccc(NC(=O)COC(=O)/C=C/c2ccco2)c1 | 8 | . | -11
CC(=O)N1CCN(C(=O)c2ccc(Cl)c(S(=O)(=O)N3CCCCCC3)c2)CC1 | 2 | . | -7
O=C(CSc1nnc(-c2ccc3c(c2)OCO3)o1)Nc1c(F)cccc1F | 4 | . | -10
